# Efflux pump inh = blocks antifungal efflux pumps in multiplex yeast assay | inhibition, % at 10 µM | 330,000 compounds, 0.44% hits | S. cerevisiae Candida pump triplex, Nile Red efflux;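 active = plate passing quality check with inhibition over a set limit, or well fluorescence over plate mean plus 4 SD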;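 note: Nile Red retained in pooled yeast measured as flow cytometry median fluorescence; 0% = buffer negative control and 100% = Enniatin B positive control; higher means more Nile Red kept so more efflux inhibition; some compounds called inactive have numbers as strong as hits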
# PREPL inhibitor = inhibitors of human prolyl oligopeptidase-like enzyme PREPL | Q4J6C6 | recombinant PREPL, fluorescence polarization activity-based probe | inhibition, % at 5.96 µM | 320,000 compounds, 0.68% hits | AID 2751; in the data active = inhibition above about 43%;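 note: 0% = enzyme with DMSO and 100% = wells lacking enzyme; many of its hits are not listed in these tables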
# Target sequence (Q4J6C6 whole entry, looked up): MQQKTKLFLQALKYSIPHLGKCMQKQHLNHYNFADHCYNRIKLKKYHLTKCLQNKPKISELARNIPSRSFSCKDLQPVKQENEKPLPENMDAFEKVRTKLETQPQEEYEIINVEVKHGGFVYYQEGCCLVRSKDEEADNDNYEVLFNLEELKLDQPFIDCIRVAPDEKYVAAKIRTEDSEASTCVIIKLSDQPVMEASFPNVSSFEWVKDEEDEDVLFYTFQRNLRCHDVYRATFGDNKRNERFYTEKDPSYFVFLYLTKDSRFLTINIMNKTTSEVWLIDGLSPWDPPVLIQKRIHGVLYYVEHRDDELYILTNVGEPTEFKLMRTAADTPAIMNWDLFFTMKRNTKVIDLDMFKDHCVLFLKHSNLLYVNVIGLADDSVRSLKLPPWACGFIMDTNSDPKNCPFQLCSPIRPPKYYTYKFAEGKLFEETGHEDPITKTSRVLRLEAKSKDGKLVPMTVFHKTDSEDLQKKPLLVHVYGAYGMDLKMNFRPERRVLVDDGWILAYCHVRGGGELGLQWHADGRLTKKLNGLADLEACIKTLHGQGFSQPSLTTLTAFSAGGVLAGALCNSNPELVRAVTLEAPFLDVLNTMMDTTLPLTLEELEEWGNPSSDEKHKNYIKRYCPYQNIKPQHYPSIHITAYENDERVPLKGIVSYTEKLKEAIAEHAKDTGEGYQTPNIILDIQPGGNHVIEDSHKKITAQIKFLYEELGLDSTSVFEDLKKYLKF
# * = called active by the depositor.
# The line under a structure holds: Efflux pump inh	PREPL inhibitor
CC[C@@H]1C=C(C(=O)O)[C@H](c2ccc(Br)cc2)N1S(=O)(=O)c1ccc(C)cc1
→ -0.3	-3
O=C(OCC(=O)N1CCCCC1)c1cc(=O)[nH]c2ccccc12
→ -0.2	0
COc1ccc(S(=O)(=O)N(C)C[C@H]2Oc3c(NC(=O)C4CC4)cccc3C(=O)N([C@H](C)CO)C[C@@H]2C)cc1
→ 0.7	9
COc1ccc(-c2c(-c3ccsc3)oc(=O)c3cc(OC)c(OC)cc23)cn1
→ -0.3	11
O=C(C[C@@H]1C/C=C\C[C@H](NC(=O)OCC2c3ccccc3-c3ccccc32)C(=O)OC[C@@H]2CCCN2C1=O)N[C@H](CO)Cc1ccccc1
→ -0.3	23
Cc1cc(NC(=O)CSc2nc(C)c(C)n2CC(C)C)no1
→ 0.1	11
CCN(CCS(=O)(=O)c1ccc(Cl)cc1)Cc1nc2ccccc2c(=O)[nH]1
→ 0.1	6
CC(C)c1nc(SCC(=O)Nc2cccc3ccccc23)n[nH]1
→ 0.0	14
COc1cc2c(cc1OC)C(Cc1ccc(O)c(Oc3ccc(C[C@H]4c5cc(OC)c(OC)cc5CCN4C)cc3)c1)N(C)CC2 (some centres not stated)
→ 0.2	45*
COc1cccc(CNC(=O)COC(=O)C23CC4CC(CC(Cl)(C4)C2)C3)c1
→ -0.2	-4
CC(C)CC1Nc2ncnc(N3CCOCC3)c2N(Cc2ccccc2)C1=O (configuration not stated)
→ -0.1	7
Cc1ccc(NC(=O)CCc2ccc(S(=O)(=O)N3CCOCC3)cc2)c(Cl)c1
→ 0.3	5
CN(Cc1ccc(C(F)(F)F)cc1)C(=O)C1CC(=O)N(Cc2ccco2)C1 (configuration not stated)
→ 0.0	6
CCC(CO)Oc1cc(NC(=O)c2cccc(F)c2)c2ncn(C(C)C)c2c1 (configuration not stated)
→ 0.1	4
COc1ccc2c(c1)OC[C@H]1[C@H]2N2C(=O)c3ccc(C)cc3NC(=O)[C@@]2(C)[C@H]1c1ccccc1
→ 34*	10
CCc1noc(C)c1C(=O)OCC(=O)Nc1ccc2c(c1)OCO2
→ 0.1	16
CCN1C(=NCc2ccco2)N[C@@H](c2cccc(C(F)(F)F)c2)C(C(=O)OC)=C1C
→ -0.1	38
COc1cc(SC)ccc1C(=O)NNC(=O)C1COc2ccccc2O1 (configuration not stated)
→ 0.2	3
COc1ccc(NC(=O)CN2C(=O)NC(C)(c3ccc4c(c3)OCCO4)C2=O)cc1S(N)(=O)=O (configuration not stated)
→ -0.1	14
CCN(CC(=O)NNC(=O)c1ccccc1)Cc1ccc(OC)c(F)c1
→ -0.1	4
COC(=O)[C@]1(Cc2ccccc2)N[C@H](CN(C)S(=O)(=O)c2ccc(OC(F)(F)F)cc2)[C@@H]2C(=O)N(Cc3ccccc3)C(=O)[C@@H]21
→ 0.6	9
COc1cccc(NC(=O)COC(=O)C2=NN(c3ccccc3)C(=O)CC2)c1
→ 0.2	20
COc1ccc(-c2ccc3c(c2)c(C#Cc2ccsc2)c(-c2cc(OC)cc(OC)c2)n3C)cc1
→ -0.1	28
CC(=O)c1ccc(N(CC(=O)Nc2cc(C)on2)S(=O)(=O)c2ccc(C)cc2)cc1
→ -0.1	-21
CNS(=O)(=O)c1cccc(C(=O)OCC(=O)N2CCN(C(=O)c3ccco3)CC2)c1
→ -0.3	11
CC(=O)Nc1ccc(SCC(=O)Nc2ccccc2N2CCOCC2)cc1
→ 0.1	2
Cc1ccc2c(=O)n3c(nc2c1)C(CC(C)C)NC(=O)c1ccc(Cl)cc1-3 (configuration not stated)
→ -0.3	6
CCOC(=O)c1ccc(S(=O)(=O)NNC(=O)Cc2csc(C)n2)cc1
→ 0.1	13
COCCCNC(=O)CC1C[C@H](C(=O)N2CCCCC2)[C@@]2(CCc3ccccc3)c3[nH]c4ccccc4c3CCN2C1=O (some centres not stated)
→ 0.0	25
CC1(c2ccc(Cl)cc2)NC(=O)N(CC(=O)NC2CCCCC2)C1=O (configuration not stated)
→ -0.3	23
N#Cc1ccc(OCC(=O)NNC(=S)NC(=O)C2CC2)cc1
→ 0.4	14
COc1cc2cnc(-c3ccccc3)cc2cc1OC
→ 0.0	4
COc1cc(-c2nnc(SCC(=O)Nc3ccc(C(=O)O)cc3)o2)cc(OC)c1OC
→ -0.3	-3
CN(C)c1ccc(C(=O)N2CCN(C(=O)C3CCCO3)CC2)cc1 (configuration not stated)
→ 0.2	2
COc1cc(C#Cc2c(-c3cncn3C)n(C)c3ccc(-c4ccc(CN5CCOCC5)cc4)cc23)cc(OC)c1
→ 0.2	45*
CC(C)c1ccc(NC(=O)COC(=O)[C@@H]2CCCN2C(=O)c2cccs2)cc1
→ -0.1	11
O=C(CSc1ncnc2sccc12)NC1CCS(=O)(=O)C1 (configuration not stated)
→ -0.1	11
COCC(=O)Nc1ccc(N2CCOCC2)c(S(=O)(=O)Nc2ccc(OC)cc2)c1
→ 0.1	8
O=C(CN1C(=O)NC2(CCCC2)C1=O)NCc1ccccc1
→ 0.1	8
CN(C(=O)COC(=O)Cn1cnc2ccccc21)C1CCCCC1
→ 0.0	-1
COc1ccc(C=NNc2ccc(S(=O)(=O)Nc3ccccc3C(=O)O)cc2[N+](=O)[O-])c(OC)c1
→ -0.3	51*
COc1ccc(S(=O)(=O)N(C)C[C@H]2Oc3ccc(NC(=O)Nc4ccccc4)cc3C(=O)N([C@H](C)CO)C[C@@H]2C)cc1
→ 0.2	13
O=C(CN1C(=O)NC2(CCOc3ccccc32)C1=O)c1cccs1 (configuration not stated)
→ -0.1	15
O=C(COc1ccc(-n2cnnn2)cc1)Nc1ccc(F)c(Cl)c1
→ -0.1	3
CC(NC(=O)CN(C)CC(=O)Nc1ccc(Cl)cc1)c1ccc(F)cc1 (configuration not stated)
→ 0.1	-31
COc1cc(/C=C/C(=O)OCC(=O)N2CCCc3ccccc32)ccc1O
→ -0.1	2
CCC1(c2ccccc2)NC(=O)N(CC(=O)Nc2ccc(N3CCOCC3)cc2)C1=O (configuration not stated)
→ 0.2	5
CCC(C)Sc1ccc([C@@H]2[C@@H]3C(=O)N(CC)C(=O)[C@@H]3[C@]3(C(=O)OC)CCCCN23)cc1 (some centres not stated)
→ 0.4	4
C[C@H]1COC(=O)[C@@H](NC(=O)OCC2c3ccccc3-c3ccccc32)C/C=C\C[C@H](CC(=O)NCCO)C(=O)N1
→ -0.4	4
COc1ccc(CNC(=O)COC(=O)/C=C/c2cccc(Cl)c2)cc1
→ 0.0	-11
O=C(OCC(=O)N1CCCCCC1)c1ccc(Br)c(S(=O)(=O)N2CCOCC2)c1
→ 0.1	17
COc1cc(/C=C/C(=O)OCC(=O)c2ccc[nH]2)cc(OC)c1OC
→ 0.1	-1
COc1ccc(-c2coc3cc(O[C@@H]4O[C@H](CO)[C@@H](O)[C@H](O)[C@H]4O)c(OC)cc3c2=O)cc1
→ -0.1	3
Cc1cccc(C(C)C)c1NC(=O)c1ccc(OCC2CCCO2)cc1 (configuration not stated)
→ -0.1	-2
O=C(NC1CCCCC1)c1cccc2c1C(=O)c1ccc(N3CCC(Cc4ccccc4)CC3)cc1S2(=O)=O
→ 0.6	6
CN(C)c1cccc(C(=O)NNC(=O)CN2C(=O)C3CC=CCC3C2=O)c1 (configuration not stated)
→ -0.1	21
COCC(=O)N(C)C[C@H]1N[C@@](C)(C(=O)OC)[C@H]2C(=O)N(Cc3ccccc3)C(=O)[C@@H]12
→ -0.4	6
CCOc1ccc2nc(SCC(=O)NCC3CCCO3)sc2c1 (configuration not stated)
→ 0.2	15
C=CC[C@@H](Cc1ccc(F)cc1)C(=O)OC[C@@H]1CCCN1C(=O)[C@H](CC=C)CC(=O)N(CCO)Cc1ccccc1
→ 0.1	28
O=C(NCCc1ccccn1)c1c(-c2ccccc2)sc2ccccc12
→ 0.4	7

# Going on with the list.
# The line under a structure holds: Efflux pump inh	PREPL inhibitor
Cc1ccc(S(=O)(=O)N2[C@@H](c3ccc(Cl)cc3)C(C(=O)O)=C[C@H]2C(C)(C)C)cc1
→ -0.2	6
CCC(CO)Oc1cc(NCc2ccccc2)c2ncn(C3CCCC3)c2c1 (configuration not stated)
→ -0.2	44*
C[C@@H]1COC(=O)[C@@H](CC(=O)OC(C)(C)C)C/C=C\C[C@H](CC(=O)NCCO)C(=O)N1
→ -0.2	12
O=C(C[C@@H]1C/C=C\C[C@H](NC(=O)OCC2c3ccccc3-c3ccccc32)C(=O)OC[C@H]2CCCN2C1=O)N[C@@H](CO)Cc1ccccc1
→ 0.7	19
COc1ccc(NC(=O)Nc2cccc3c2O[C@H](CN(C)C(=O)Nc2ccccc2)[C@@H](C)CN([C@H](C)CO)C3=O)cc1
→ -0.2	12
Cc1cc(C(=O)Nc2cccc3c2O[C@@H](CN(C)S(=O)(=O)c2ccccc2)[C@H](C)CN([C@@H](C)CO)C3=O)n(C)n1
→ -0.5	14
COc1ccc(NS(=O)(=O)c2cc(NC(=O)c3cc(F)c(F)cc3Cl)ccc2N2CCOCC2)cc1
→ 0.1	7
O=C(COC(=O)c1cc[n+]([O-])cc1)Nc1cccc(F)c1
→ -0.2	-9
CCS(=O)(=O)c1ccc(O)c(NC(=O)c2cc(-c3ccccn3)nc3ccccc23)c1
→ -0.1	-2
CCCCn1c(CCl)nc2cc(S(=O)(=O)N3CCOCC3)ccc21
→ 0.1	7
O=C1N[C@H](Cc2ccccc2)COC(=O)[C@@H](Cc2ccc(F)cc2)C/C=C\C[C@H]1CC(=O)N(CCO)Cc1ccccc1
→ -0.2	23
CCN(C[C@H]1N[C@@](CC)(C(=O)OC)[C@H]2C(=O)N(C)C(=O)[C@@H]12)C(=O)Nc1ccc(C(F)(F)F)cc1
→ 0.1	4
CC1CCCCC1NC(=O)Cn1c(=O)cnc2ccccc21 (configuration not stated)
→ -0.2	12
Cn1c(=O)c2c(ncn2CC(=O)OCC(=O)Nc2cc(Cl)ccc2C#N)n(C)c1=O
→ 0.3	10
COc1cccc(NC(=O)CN2C(=O)NC(Cc3c[nH]c4ccccc34)C2=O)c1 (configuration not stated)
→ 0.1	39
COc1ccc(Cl)cc1C(=O)NNC(=O)CNC(=O)c1ccc(C)s1
→ 0.2	15
Cc1ccc(S(=O)(=O)N(C)CC(=O)OCC(=O)NCCc2ccc(S(N)(=O)=O)cc2)cc1
→ 0.2	31
Cc1cc(C)n(CC(=O)NNC(=O)c2ccc(OC(F)(F)F)cc2)n1
→ 0.0	0
Cc1ccc(S(=O)(=O)NCC(=O)OCCOc2ccc(Br)cc2)cc1
→ 0.5	-53
CC1CCC2(CC1)NC(=O)N(CC(=O)NCCc1ccccc1)C2=O (configuration not stated)
→ -0.1	-5
CC1CCC2(CC1)NC(=O)N(CC(=O)Nc1cc(S(=O)(=O)N3CCCC3)ccc1Cl)C2=O (configuration not stated)
→ 0.0	7
CN1CCC[C@H]1CCNC(=O)c1c(-c2ccsc2)sc2ccccc12
→ -0.1	-9
CCN(CC)S(=O)(=O)c1cc(NC(=O)CCn2[nH]c(=O)ccc2=O)ccc1C
→ 0.2	7
CCN(C[C@H]1N[C@@](Cc2ccccc2)(C(=O)OC)[C@H]2C(=O)N(C)C(=O)[C@@H]12)S(=O)(=O)c1ccc(OC)cc1
→ -0.1	8
Cc1ccc(NC(=O)CN(C)C(=O)CSc2nnc(C)s2)cc1
→ 0.0	-1
C[C@H](CO)N1C[C@H](C)[C@@H](CN(C)S(=O)(=O)c2ccc(F)cc2)Oc2c(NC(=O)Nc3ccc4c(c3)OCO4)cccc2C1=O
→ 0.1	20
O=C(CSc1cccc[n+]1[O-])NC1CCCCC1
→ 0.1	6
COc1cc2c(-c3ccc4c(c3)OCO4)c(-c3ccsc3)oc(=O)c2cc1OC
→ 0.4	0
O=C(C[C@@H]1C/C=C/CCCC(=O)O[C@H](c2ccccc2)CNC1=O)N[C@H](CO)Cc1ccccc1
→ -0.4	9
COc1ccc(SC[C@H](C)CN2CC[C@H](NC(=O)OCc3ccccc3)CCC2=O)cc1
→ 0.1	26
COc1cc(CC(=O)OCC(=O)c2ccc[nH]2)cc(OC)c1OC
→ -0.1	16
CCCNC(=O)CNC(=O)c1ccc(C#N)cc1
→ 0.2	-2
CC1CCCC(NC(=O)CSc2n[nH]c(N)n2)C1C (configuration not stated)
→ -0.1	29
C[C@H](CO)N1C[C@H](C)[C@@H](CN(C)S(=O)(=O)c2ccccc2)Oc2ccc(NC(=O)Cn3cnnn3)cc2C1=O
→ -0.4	6
COC(=O)C1=C(C)N(Cc2ccccc2)C(=NCCN2CCOCC2)N[C@H]1CCc1ccccc1
→ -0.3	20

# Screening data: PubChem BioAssay, several laboratories

# Not all compounds are listed; count on the stated rates, not on these rows.
